14-3-3 PPI = modulators of human 14-3-3 gamma - Raf peptide interaction; FP, 14-3-3gamma / TMR-pS259-Raf peptide binding; inhibition, % at 40 µM; 160,000 tested, 0.19% active; in the data active means inhibition above about 30%;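 further: 0% = protein plus tracer without compound and 100% = blank with tracer alone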
Target sequence (P61981 whole entry, looked up): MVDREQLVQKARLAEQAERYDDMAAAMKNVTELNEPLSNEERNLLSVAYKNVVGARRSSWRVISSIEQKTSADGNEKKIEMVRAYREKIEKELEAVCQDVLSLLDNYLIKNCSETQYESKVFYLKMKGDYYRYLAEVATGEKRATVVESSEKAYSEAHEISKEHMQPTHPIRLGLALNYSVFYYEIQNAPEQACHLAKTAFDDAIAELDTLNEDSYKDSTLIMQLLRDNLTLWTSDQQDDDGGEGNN
* hit, by the source's call; & = joins results of further samples.

cpd | Molecule | 14-3-3 PPI
1 | Cc1c(C=Nc2ccccc2[N+](=O)[O-])c(=O)n2c([nH]c3ccccc32)c1C#N | -337
2 | CCOCCCn1c(=S)[nH]c2ncccc2c1=O | 1
3 | CCOC(=O)c1c(NC(=O)c2ccc(C)c(C)c2)sc2c1CCCCC2 | -4
4 | Brc1ccc(OCCSc2nc3ccccc3[nH]2)cc1 | 0
5 | CN(C)C(=O)Cn1c(=O)n(C)c2ccccc21 | -2
6 | O=C(CN1C(=O)c2ccccc2S1(=O)=O)Nc1cccnc1 | 8
7 | COc1ccc(CCN(C)C2CC(=O)N(c3ccc(F)cc3)C2=O)cc1OC (stereo not drawn) | -3
8 | CC1(C)CC(=O)C2=C(C1)N=C1c3ccccc3C(=O)C1C2c1cccc(Cl)c1 (stereo not drawn) | -87
9 | CC(C)C(=O)Nc1c2c(nn1-c1ccc([N+](=O)[O-])cc1)CS(=O)(=O)C2 | 4
10 | O=C(COc1ccc2ccccc2c1)N1CCN(c2ccccc2O)CC1 | -5
11 | Cc1ccc(Br)cc1S(=O)(=O)Nc1ccccn1 | -6
12 | Cc1cccc(NC(=O)CSc2nc3c(cnn3-c3ccc(Cl)cc3)c(=O)[nH]2)c1 | 16
13 | COc1ccc(S(=O)(=O)NCC(C)C)cc1OC | -2
14 | N#Cc1c(NC(=O)c2cc([N+](=O)[O-])ccc2C(=O)O)sc2c1CCCC2 | 2
15 | Cn1c2ccccc2c2c(C(=O)NC3CC3)cn(C3CCCC3)c(=O)c21 | -6

Reprinted from the part before: three compounds, then new ones.
cpd | Molecule | 14-3-3 PPI
13 | COc1ccc(S(=O)(=O)NCC(C)C)cc1OC | -2
14 | N#Cc1c(NC(=O)c2cc([N+](=O)[O-])ccc2C(=O)O)sc2c1CCCC2 | 2
15 | Cn1c2ccccc2c2c(C(=O)NC3CC3)cn(C3CCCC3)c(=O)c21 | -6
16 | CCCC(=O)NCCc1nc2ccccc2n1Cc1ccccc1C | -1
17 | Cc1ccc(S(=O)(=O)N2CCC(C(=O)Nc3cccc(Cl)c3C)CC2)cc1 | -6
18 | COC(=O)c1ccccc1-n1c(CCC(=O)O)ccc1-c1ccccc1 | -1
19 | COc1ccc(-c2cc(C(=O)Nc3c(C)nn(Cc4ccc(F)cc4)c3C)no2)cc1OC | -4
20 | Cc1nc2sc(C(c3ccc(Cl)cc3)N3CCN(c4ccccc4F)CC3)c(O)n2n1 (stereo not drawn) | -6
21 | O=C(c1ccc(Cn2c(=S)[nH]c3cc4c(cc3c2=O)OCO4)cc1)N1CCN(c2cccc(C(F)(F)F)c2)CC1 | -15
22 | Cc1ccc(C2CC(C(F)(F)F)n3nc(C(=O)N4CCN5CCCC5C4)c(Cl)c3N2)cc1 (stereo not drawn) | 3
23 | COC(=O)C1=CN(C(C)C)C=C(C(=O)OC)C1c1cc(Cl)c(O)c(OC)c1 | -3
24 | COc1cccc(C(=O)NCCc2ccc(S(N)(=O)=O)cc2)c1 | 0
25 | CC(C)C(=O)Oc1ccc2c(c1)C=CC1(O2)N(C)c2ccccc2C1(C)C (stereo not drawn) | -57
26 | CCCc1cc2c(=O)c(-c3ccc(C(=O)OCC)o3)c(C)oc2cc1OC(C)=O | -7
27 | Cn1c(=O)cc(OCCCC(=O)NCc2ccccn2)c2ccccc21 | 0
28 | CCOC(=O)c1sc2ccc(S(=O)(=O)N3CC(C)CC(C)C3)cc2c1N (stereo not drawn) | -7
29 | COc1ccc(N(C)S(=O)(=O)c2ccc3nc(-c4ccccc4)[nH]c3c2)cc1 | -23
30 | CCOc1ccc(C2C(C#N)=C(N)Oc3nc[nH]c(=O)c32)cc1OC (stereo not drawn) | -30

Other results:
cpd | Molecule | 14-3-3 PPI
31 | O=C(CCn1c(=O)oc2ccccc21)NCCCN1CCCC1=O | -1
32 | COc1ccc(CNC(=O)CC#N)cc1 | -1
33 | CC(=O)c1c(C)oc2ccc(N(C(=O)c3ccncc3)S(=O)(=O)c3cccc([N+](=O)[O-])c3)cc12 | -9
34 | Nc1nonc1-c1noc(-c2ccccc2)n1 | 1
35 | COCCn1c(SCc2nc3ccccc3[nH]2)nc2cc(C(=O)OC)ccc2c1=O | -5
36 | CC(C)(C)N1CC(COc2ccccc2)OC1=O (stereo not drawn) | -6
37 | CN(C)c1ccc(C2CC(c3c(-c4ccccc4)c4cc(Cl)ccc4[nH]c3=O)=NN2S(=O)(=O)c2ccccc2)cc1 (stereo not drawn) | -237
38 | CC(c1ccccc1)n1cc(C(=O)NCc2ccncc2)nn1 (stereo not drawn) | -6
39 | O=S1(=O)C=C(Sc2nnnn2-c2ccccc2)c2ccccc21 | -5
40 | CC(=O)N1c2c(cc(Br)cc2S(=O)(=O)Nc2ccc(Br)c(C)c2)CC1C (stereo not drawn) | -6
41 | O=C(CSCc1ccccc1F)NC1CCCC1 | -3
42 | O=C(Nc1ccc(S(=O)(=O)Nc2ncccn2)cc1)c1ccc(Br)cc1 | 2
43 | O=S1(=O)CCC(NC2CCCCC2)C1 (stereo not drawn) | -19
44 | Cc1ccc(-n2nc3c(c2NC(=O)C2CCCCC2)CSC3)c(C)c1 | 1
45 | C=CCSc1nc2c(c(=O)[nH]1)C(C)(C1CCCCC1)Cc1ccccc1-2 (stereo not drawn) | -4

Entries by screen from the list:
14-3-3 PPI, nos. 16–22 → -1, -6, -1, -4, -6, -15, 3

Back to the main list, starting 4 compounds before the break.
cpd | Molecule | 14-3-3 PPI
42 | O=C(Nc1ccc(S(=O)(=O)Nc2ncccn2)cc1)c1ccc(Br)cc1 | 2
43 | O=S1(=O)CCC(NC2CCCCC2)C1 (stereo not drawn) | -19
44 | Cc1ccc(-n2nc3c(c2NC(=O)C2CCCCC2)CSC3)c(C)c1 | 1
45 | C=CCSc1nc2c(c(=O)[nH]1)C(C)(C1CCCCC1)Cc1ccccc1-2 (stereo not drawn) | -4
46 | COC(=O)CSC1=C(C#N)C(c2ccc(Cl)cc2)C(C(=O)OC)C(=O)N1 (stereo not drawn) | 3
47 | COc1cccc(C(=O)Nc2ccc3oc(-c4cccc(Br)c4)nc3c2)c1 | -36
48 | Brc1cccc(-c2n[nH]c(-c3ccccc3)n2)c1 | -6
49 | Cn1c(=O)c2c(nc(SCc3cccnc3)n2Cc2ccc(F)cc2)n(C)c1=O | 1
50 | COc1cc(C(O)CO)ccc1O (stereo not drawn) | -6
51 | Cn1c(N)c(S(=O)(=O)c2ccc(Br)cc2)c2nc3ccccc3nc21 | -15
52 | Cc1c(C)n(C)c2ccc(C(=O)Nc3ccccc3C(N)=O)cc12 | -25
53 | O=C(O)c1ccccc1C(=O)Nc1cccc(I)c1 | 2
54 | Cc1cccc(C)c1NC(=O)CSc1nnc([C@H](C)NC(=O)OC(C)(C)C)o1 | -8
55 | CCOC(=O)c1c(C)[nH]c(C(=O)CSc2nnc3sc4ccccc4n23)c1C | 6
56 | CCCCNC(=O)CSc1nc(Nc2ccc(F)cc2)c2ccccc2n1 | -4
57 | O=C(CCn1c(=S)[nH]c2ccccc2c1=O)N1CCN(c2cccc(Cl)c2)CC1 | 2
58 | CCOC(=O)N1CCN(C(=O)CSc2nnc(Cc3ccccc3)o2)CC1 | -1
59 | O=C(Nc1nc(-c2ccc3c(c2)OCO3)cs1)c1cc(=O)c2ccccc2o1 | -6
60 | CC(=O)Nc1ccccc1C(=O)C(=O)NC1CCCCC1C (stereo not drawn) | -2

Next part:
cpd | Molecule | 14-3-3 PPI
61 | COc1cccc2cc(C(=O)NC(C)=O)c(=Nc3ccc(F)cc3)oc12 | 0
62 | Cc1sc2ncnc(SC3CCCCN(C(=O)c4ccc(Cl)cc4)C3=O)c2c1C (stereo not drawn) | 4
63 | O=C(NCCc1ccccc1)C1c2ccccc2C(=O)N1Cc1cccs1 (stereo not drawn) | -3
64 | CCCCc1ccc(NC(=O)C(C(C)C)N2C(=O)c3ccccc3C2=O)cc1 (stereo not drawn) | 7
65 | O=C(Nc1ccc2c3c(cccc13)CC2)c1ccccc1F | 1
66 | O=C(Nc1ccc2oc(-c3cccc(Br)c3)nc2c1)c1ccccc1 | -46
67 | Cc1ccc(Cn2c(=O)cc(C(=O)NC3CCCCCCC3)c3ccccc32)cc1 | -9
68 | COC(=O)C1C(=O)C2=C(CC1C)NC(C)=C(C(=O)OC(C)C)C2c1cc(OC)c(OC)cc1OC (stereo not drawn) | -3
69 | O=C(O)CCC(=O)N1N=C(c2c(-c3ccccc3)c3cc(Cl)ccc3[nH]c2=O)CC1c1ccc(F)cc1 (stereo not drawn) | -9
70 | O=C(O)c1cc(=O)cc(C(=O)O)[nH]1 | 1&-7
71 | O=C1c2ccccc2C(=Cc2cccs2)c2ccccc21 | -6
72 | COc1ccc(NC(=O)c2ccc(CSC3CCCCC3)cc2)cc1OC | -8
73 | O=C(CCNC(=O)Cn1ccc2ccccc2c1=O)NCC1COc2ccccc2O1 (stereo not drawn) | 8
74 | COc1ccc(C(=O)c2oc3ccccc3c2NC(=O)COc2c(C)cccc2C)cc1 | -1
75 | COCCOC(=O)c1c(C)oc2ccc(OC(=O)C(C)C)cc12 | -12

Single values from above:
Entry of compound 11 under 14-3-3 PPI: -6
Entry of compound 17 under 14-3-3 PPI: -6
Entry of compound 10 under 14-3-3 PPI: -5
Entry of compound 39 under 14-3-3 PPI: -5

Continuation:
cpd | Molecule | 14-3-3 PPI
76 | c1ccc(Cn2nnnc2C(c2cccs2)N2CCOCC2)cc1 (stereo not drawn) | -7
77 | O=C(c1cccs1)c1cn(CC(=O)N2CCc3ccccc3C2)c2ccccc12 | -4
78 | CCOc1ccc(NC(=O)CSc2nccn2-c2cccc(OC)c2)cc1 | 0
79 | Cc1ccc2nc3c(cc(C(=O)NCCCn4ccnc4)n3C)c(=O)n2c1 | -3
80 | O=C1C2C3C=CC(C3)C2C(=O)N1CCCCN1C(=O)C2C3C=CC(C3)C2C1=O (stereo not drawn) | 1
81 | COc1cc2c(=O)n(Cc3ccco3)c(=O)n(CC(=O)c3ccc(Br)s3)c2cc1OC | -2
82 | Cc1ccccc1-n1c(=S)sc2c(=O)n(-c3ccccc3)c(SCC(=O)NCC3CCCO3)nc21 (stereo not drawn) | -3
83 | CN1CCN(CCCCCCC(=O)O)CC1 | -9
84 | CCOC(=O)NC(O)C(=O)c1cccs1 (stereo not drawn) | 4
85 | N#Cc1ccccc1Cn1c(=O)n(CC2CCC(C(=O)NCc3ccccc3)CC2)c(=O)c2ccccc21 (stereo not drawn) | -126
86 | Cc1ccc(C2CC(C(F)(F)F)n3nc(C(=O)Nc4ccccc4C)cc3N2)cc1 (stereo not drawn) | 0
87 | CCOC(=O)C(C)Sc1nc2c(c(=O)[nH]c(=O)n2C)n1Cc1ccc(Cl)cc1 (stereo not drawn) | 2
88 | CN(CCC#N)S(=O)(=O)c1ccc2nc(-c3ccccc3)[nH]c2c1 | -7
89 | COc1ccc(C2NC(=O)NC(C)=C2C(=O)OC(C)C)cc1Br (stereo not drawn) | -6
90 | COc1ccccc1NC(=O)CSc1nnc(-c2ccncc2)n1CC1CCCO1 (stereo not drawn) | -8

(continued)
cpd | Molecule | 14-3-3 PPI
91 | CCC(=O)Nc1ccc2c(c1)nc1n2CCSC1 | -12
92 | CCCN(CCC)S(=O)(=O)c1ccc(C(=O)N=c2sc3cc(F)ccc3n2C)cc1 | -2
93 | COc1ccc(-c2nnc(SC3CC(=O)N(c4ccc(NC(C)=O)cc4)C3=O)nc2-c2ccc(OC)cc2)cc1 (stereo not drawn) | -14
94 | CCC(Sc1nnc2c(n1)[nH]c1ccccc12)C(=O)Nc1ccccc1OC (stereo not drawn) | -9
95 | COC(=O)C1=NNC2C(=O)N(c3ccc(F)cc3)C(=O)C12 (stereo not drawn) | -3
96 | Cc1ccc(NC(=O)CCn2c(=O)oc3ccccc32)c(C)c1 | -6
97 | O=C(Nc1cc(-c2nc3ncccc3o2)ccc1Cl)c1ccc2ccccc2c1 | -37
98 | COc1ccc(NC(=O)CSc2nnc(C)c(=O)[nH]2)cc1 | -2
99 | CC(C(=O)Nc1cccc(C(F)(F)F)c1)N(c1ccccc1)S(C)(=O)=O (stereo not drawn) | -2
100 | O=C(Cc1ccc([N+](=O)[O-])cc1)N1N=C(C2CC2)CC1(O)C(F)(F)F (stereo not drawn) | -7
101 | CCCCOC(=O)COc1ccc2c(C)cc(=O)oc2c1 | -1
102 | CCn1c(N2CCOCC2)nc2c1c(=O)[nH]c(=O)n2C | 7
103 | CCN(CC)S(=O)(=O)c1ccc2c(c1)c(=O)c(C(=O)N1CC(C)CC(C)C1)cn2C (stereo not drawn) | -13
104 | O=C(Cn1cnc([N+](=O)[O-])c1)Nc1cc(Oc2cccc(Cl)c2)cc([N+](=O)[O-])c1 | -13
105 | N#Cc1c(N)nc(N2CCCC2)c(C#N)c1-c1ccc(Cl)cc1 | -1

Next section.
cpd | Molecule | 14-3-3 PPI
106 | CCCCn1nc(C(=O)N2CCc3ccccc32)c2ccccc2c1=O | -1
107 | Cc1c(C(=O)OC(C)C)[nH]c2c1C(=O)CC(c1ccc(Cl)cc1)C2 (stereo not drawn) | 3
108 | Cc1cc(NS(=O)(=O)c2ccc(NC(=O)c3ccccc3)cc2)no1 | -8
109 | CCOc1ccccc1C(=O)NCc1ccco1 | -14&-8
110 | COC(=O)C1=C(C)NC(=S)NC1c1cn(-c2ccccc2)nc1-c1ccc(Br)cc1 (stereo not drawn) | 2
111 | CC1CC(C)CN(C(=O)CSc2nc3ccc(N4CCOCC4)cc3c(=O)n2Cc2ccc3c(c2)OCO3)C1 (stereo not drawn) | -13
112 | COc1ccccc1CNC(=O)CSc1nc2ccccc2n1S(=O)(=O)c1ccc(Cl)cc1 | -11
113 | O=C1CSC(c2ccc(Br)cc2)N1C1CCCCC1 (stereo not drawn) | 0
114 | CCOc1ccc(C(=O)N2CC(=O)Nc3ccc(Cl)cc3C2c2ccccc2)cc1OCC (stereo not drawn) | 4
115 | COc1cccc2c1OC1(C)CC2NC(=O)N1c1cccc(C(=O)N2CCN(c3cccc(Cl)c3)CC2)c1 (stereo not drawn) | 1
116 | O=C1c2cccc([N+](=O)[O-])c2C(=O)N1c1cc([N+](=O)[O-])ccc1F | -5
117 | CC(=O)C1C(c2ccc(O)cc2)NC(=O)NC1(O)C(F)(F)F (stereo not drawn) | 2&-4
118 | N#Cc1c2ncn(CC(=O)c3ccc(Br)cc3)c(=O)c2c2n1CCC2 | -2

A portion of the library (hit frequency here may not be typical).
